# Assay outcomes (PubChem BioAssay)
# IEC-6 tox: cytotoxicity in IEC-6 intestinal epithelial cells, primary screen, cytotoxicity control for KLF5 inhibitor project, cell-based, luminescence | inhibition, % at 5 µM | 0.78% of 290,000 active | IEC-6 cytotoxicity, luminescence viability; in the data active means inhibition above about 22%;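 further: 0% = plate median of test compound wells and 100% = cytotoxic reference compound wells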
# HSF1 inh: HSF1 inhibitors in luciferase reporter cells, primary screen, cell-based, NIH3T3, luminescence. NIH3T3-HGL HSE-luciferase, MG132-induced, luminescence 8 h; hits give low values. activity change, negative = inhibition, % at 7.5 µM (by protocol). 0.77% of 300,000 active. AID 2098, 2009;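 active means more than half of replicate wells show activity change below -50%, luminescence cut by over half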;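 further: luciferase reports HSF-1 transcriptional activity via heat shock element; 0% = median of DMSO wells and -100% = zero luminescence signal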
# AI-2 QS mod: Vibrio harveyi AI-2 quorum sensing modulators, primary screen, JMH597 strain, luminescence/OD600 ratio | Vibrio harveyi JMH597 AI-2 luminescence/OD600 ratio, 9 h; hits give low values; strain lacks LuxN and CqsS sensors; 0 = neutral-control median | activity change, % at 7.5 µM | 0.4% of 300,000 active | AID 2094, 2009; in the data active means activity change below about -75%, passing the limit was not always enough;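 further: luminescence divided by OD600 gain over 9 h not by final OD600 alone; inactives centre near 13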
# HSF1 activator: HSF-1 activators, primary screen, NIH3T3-HGL cells, MG132 stress, luminescence, single point; NIH3T3-HGL HSF-1 luciferase reporter, 8 h; 100% = twice DMSO control signal; activation, % at 9 µM; 1.7% of 300,000 active; AID 504408, 2011;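 active means mean replicate activation of at least 50% with a set share of replicates each reaching 50%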;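 further: 0% = median of the neutral control wells and 100% = twice that signal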
# aSyn 5UTR inh: MLPCN primary screen, SNCA 5' untranslated region. inhibition, % (tested at 7.5 µM). 0.82% of 300,000 active. alpha-synuclein 5'UTR reporter, inhibitor activity; in the data active means inhibition above about 60%;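 further: H4 neuroglioblastoma cells stably carrying SNCA 5'UTR luciferase fusion; 0% = DMSO wells and 100% = positive control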
# GSK3B inh: human GSK3beta kinase inhibitors, primary screen, biochemical, cell-free homogeneous, HTS | Glycogen synthase kinase-3 beta (Homo sapiens), P49841 | GST-GSK3beta kinase, ADP-Glo luminescence, 60 min; hits give low values | activity score (negative = inhibition), % at 10 µM | 0.038% of 300,000 active;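 active means more than half of replicate wells score below -50%, meaning over 50% inhibition versus plate controls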;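 further: 0% = median DMSO wells and -100% = median GW8510 positive control wells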
# Target sequence (P49841 whole entry, looked up): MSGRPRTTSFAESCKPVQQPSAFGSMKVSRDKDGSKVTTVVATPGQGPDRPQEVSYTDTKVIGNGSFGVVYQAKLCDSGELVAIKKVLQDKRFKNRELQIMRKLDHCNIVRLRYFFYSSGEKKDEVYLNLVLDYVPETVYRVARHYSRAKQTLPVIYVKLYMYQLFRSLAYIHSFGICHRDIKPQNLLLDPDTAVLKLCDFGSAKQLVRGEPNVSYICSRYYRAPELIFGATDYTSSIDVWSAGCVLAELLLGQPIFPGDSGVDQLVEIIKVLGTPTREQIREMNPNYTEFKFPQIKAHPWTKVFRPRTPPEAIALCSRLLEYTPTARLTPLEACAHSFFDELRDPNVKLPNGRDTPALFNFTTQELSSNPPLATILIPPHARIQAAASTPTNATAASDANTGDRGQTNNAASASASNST
#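 test system = GST-tagged human GSK3beta kinase, cell-free | reagent = 25 µM ATP with peptide substrate | dosing = one dose of 10 µM per compound | schedule = 60 min reaction, RT | detection = luminescent ADP-Glo measurement of ADP formed | control set = DMSO neutral wells and GW8510 at 20 µM as positive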
# GSK3 alpha inh: blockers of GSK3A enzyme activity – biochemical, luminescence, cell-free homogeneous, HTS, primary screen. GSK-3 alpha kinase, ADP-Glo luminescence, 60 min. inhibition, % at 10 µM. 0.1% of 320,000 active;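 in the data active means inhibition above about 50%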;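 further: GST-tagged GSK-3 alpha with peptide substrate and 25 µM ATP; 0% = DMSO neutral wells and 100% = GW8510 positive control wells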
# Target sequence (P49840 whole entry, looked up): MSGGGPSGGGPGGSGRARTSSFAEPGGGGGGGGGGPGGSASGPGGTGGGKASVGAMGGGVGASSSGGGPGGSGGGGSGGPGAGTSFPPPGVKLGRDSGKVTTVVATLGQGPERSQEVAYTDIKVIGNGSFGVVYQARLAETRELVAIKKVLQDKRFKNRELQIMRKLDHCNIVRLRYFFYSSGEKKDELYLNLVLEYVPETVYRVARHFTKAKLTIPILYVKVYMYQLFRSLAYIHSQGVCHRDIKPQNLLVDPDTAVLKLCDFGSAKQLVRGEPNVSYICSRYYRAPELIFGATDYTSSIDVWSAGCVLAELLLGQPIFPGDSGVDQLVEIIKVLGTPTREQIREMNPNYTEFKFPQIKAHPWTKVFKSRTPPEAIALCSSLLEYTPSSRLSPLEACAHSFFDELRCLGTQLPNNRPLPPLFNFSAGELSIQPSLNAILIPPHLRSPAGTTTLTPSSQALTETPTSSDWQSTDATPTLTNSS
# KLF5 inhibitor: KLF5 expression inhibitors, primary screen, DLD-1 cells, luminescence. inhibition, % at 5 µM. 0.23% of 290,000 active. DLD-1 KLF5 promoter-luciferase reporter;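 active means inhibition above a per-plate limit of that plate's mean compound inhibition plus 3 SD, cut at about 60% in these data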;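 further: 0% = DMSO wells and 100% = LY294002 at 200 µM; higher means less KLF5 promoter-driven luciferase light; inactives centre near -14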
# HIF activator: HIF pathway transcriptional activators, primary screen, cell-based, U2OS HRE-luciferase, luminescence; U2OS HRE-luciferase reporter; normalized: DMSO 0%, desferrioxamine 100%; activation, % at 7.5 µM (by protocol); 0.32% of 300,000 active; AID 1910, 2009;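 active means mean activation of at least 10% of the iron chelator positive control signal, with at least half of replicates also reaching 10%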
# HSP90 inh: HSP90 inhibitors, primary screen, cell lysate, luminescence | Heat shock protein HSP 90 (rabbit reticulocyte lysate; luciferase refolding) | Rabbit reticulocyte lysate, luciferase refolding luminescence, 3 h | inhibition, % at 5.6 µM | 0.91% of 290,000 active;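 active means inhibition above the screen-wide mean plus 3 SD, computed separately per campaign, cut at about 16% in these data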;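 further: 0% = DMSO wells and 100% = 60 µM geldanamycin wells; inhibitors lower the luminescence because luciferase stays unfolded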
# * = called active by the depositor; / = no result given.
SMILES,IEC-6 tox,HSF1 inh,AI-2 QS mod,HSF1 activator,aSyn 5UTR inh,GSK3B inh,GSK3 alpha inh,KLF5 inhibitor,HIF activator,HSP90 inh
Cc1cccc(Nc2c(F)c(F)c(F)c(F)c2C(=O)O)c1,-3,-6,30,12,-5,0,-5,-40,-0.2,3
CCCN(CCC)C(=O)C1CCCN1S(=O)(=O)c1cccc2nsnc12 (stereo not drawn),2,6,27,1,11,-3,7,-21,0.2,3
Cc1ncc(CN2CCN(C3CCCC3)C(CCO)C2)s1 (stereo not drawn),0,-3,6,-9,-11,2,-3,9,-0.1,6
CCOc1ccc(N2C(=O)CN(C)C2=S)cc1,-5,3,3,-2,12,1,-2,-8,0.3,0
COc1cc2nc(SCC(=O)NCCc3ccccc3)n(Cc3ccco3)c(=O)c2cc1OC,-1,7,18,0,1,-3,1,-37,0.3,0
CC(C)C(=O)NNC(=O)c1csc(-c2cccs2)n1,0,4,18,17,-8,-1,3,-19,0.1,-3
CCCN(CCC)S(=O)(=O)c1ccc2c(c1)CCCN2C(C)=O,10,-2,20,18,11,0,-1,10,0.0,5
CC(Cl)C(=O)Nc1c2c(nn1-c1ccccc1)CSC2 (stereo not drawn),8,-3,11,-17,-10,-1,4,-18,-0.2,-3
CC(C)(C)NC(=O)CN(Cc1cccs1)C(=O)CN1C(=O)C(=O)c2ccccc21,9,-3,31,-3,-11,1,0,-1,0.7,2
Oc1[nH]c2ccccc2c1N=Nc1cccc(Cl)c1,9,37,36,69*,-87,-3,0,-40,-25,10
N#C/C(=C(/O)COC(=O)CSc1ccc(Cl)cc1)c1nc2ccccc2[nH]1,4,-1,11,-6,-44,-1,-2,-5,-0.5,3
Cc1ccc(-n2nc3c(=O)n(CCCC(=O)NCc4ccccc4F)nc(C)c3c2C)cc1,9,-15,22,-25,6,-2,0,-2,-0.2,-3
C=CCC1c2cccc(C(=O)O)c2C(=O)N1c1ccc(Cl)cc1 (stereo not drawn),1,-9,43,-6,11,2,0,-7,0.2,4
CC1CCCC(C)N1/N=C/c1ccc(N(C)C)cc1 (stereo not drawn),6,4,6,-6,-14,1,2,-14,0.4,0
CCN1C(=O)c2c(C)nc3ccccc3c2C1=O,5,-1,14,-4,1,0,-4,3,-0.2,3
CC12CCC(C(=O)Nc3cccc(Cl)c3)(C(Br)C1=O)C2(C)C (stereo not drawn),-6,7,17,-12,33,2,1,-9,0.0,-5
O=C(CN1C(=O)COc2ccccc21)N1CCN(c2ccccc2F)CC1,0,-2,11,-5,18,-5,-1,-12,-0.3,1
COc1cc(CC(=O)Nc2sc3c(c2C(N)=O)CCCC3)cc(OC)c1OC,9,-3,30,6,24,2,0,-6,-0.2,-2
CSc1cc(-c2ccc(Cl)cc2)c(C(=O)N2CCCC2)s1,2,1,13,1,11,-2,-2,-4,-0.1,3
Cn1nnnc1SCC(=O)Nc1cc(S(=O)(=O)N2CCCC2)ccc1Cl,0,-3,9,0,-13,3,-3,-34,0.2,-1

# Profiles, quoted from the list. Screens in order: IEC-6 tox, HSF1 inh, AI-2 QS mod, HSF1 activator, aSyn 5UTR inh, GSK3B inh, GSK3 alpha inh, KLF5 inhibitor, HIF activator, HSP90 inh
# `O=C(CN1C(=O)COc2ccccc21)N1CCN(c2ccccc2F)CC1` is entered as 0, -2, 11, -5, 18, -5, -1, -12, -0.3, 1
# `COc1cc(CC(=O)Nc2sc3c(c2C(N)=O)CCCC3)cc(OC)c1OC` is entered as 9, -3, 30, 6, 24, 2, 0, -6, -0.2, -2

# New compounds follow.
SMILES,IEC-6 tox,HSF1 inh,AI-2 QS mod,HSF1 activator,aSyn 5UTR inh,GSK3B inh,GSK3 alpha inh,KLF5 inhibitor,HIF activator,HSP90 inh
CCC(CC)N1CCN(C(=O)c2cccc(Cl)c2)CC1,-5,-16,21,-35,5,1,-3,-26,0.6,-6
O=C(O)CC(Cc1ccccc1)C(=O)Nc1ccc([N+](=O)[O-])cc1 (stereo not drawn),-9,11,36,4,22,-1,-4,-9,0.0,-3
COc1ccc(CC(=O)NC(C)(C)CC(C)=O)cc1OC,-2,2,22,7,6,5,-1,-1,0.4,-5
COc1ccccc1/C=N/NC(=O)c1cccc2ccccc12,0,5,19,-8,-4,0,1,-23,2.1,2
COc1cc(/C=C2\SC(c3ccc(C)cc3)=NC2=O)ccc1O,-14,22,11,37,-26,-2,2,-20,-0.2,-2
Cc1ccc(Cl)cc1NC(=S)N(CCN(C)C)C(C)c1ccccn1 (stereo not drawn),-3,-1,18,-1,-4,-1,0,-18,0.0,-2
Nc1ccc2c(c1)C/C(=C/c1ccco1)C2=O,-5,-6,17,11,1,3,6,-65,0.8,1
COc1ccc(C(C(=O)NC2CCCCC2)N(C(=O)Cc2c[nH]c3ccccc23)c2ccc(NC(C)=O)cc2)cc1OC (stereo not drawn),0,3,30,10,13,3,-1,-3,0.0,-3
CSc1nnc(-c2ccncc2)n1CCCN1CCCC1=O,-6,-8,12,9,11,-1,-7,-32,-0.3,-1
O=C(Cc1ccsc1)NNC(=O)c1ccccc1Cl,/,-5,37,20,-9,0,-1,/,0.1,/
Cc1ccc(S(=O)(=O)n2nc(-c3ccc(Cl)cc3)nc2NCc2ccco2)cc1,-3,9,18,18,-96,0,-3,16,0.6,2
COc1cc(OC)cc(C(=O)NCC2CCCN(Cc3ccc(SC)cc3)C2)c1 (stereo not drawn),-10,-1,14,22,-6,-4,-2,-5,2.3,-4
Cc1oc(/N=C/c2cccc3ccccc23)c(C#N)c1C,-4,3,30,18,9,0,2,-43,-0.2,1
COc1ccc(C(=O)N2CC3(CC(c4cccc([N+](=O)[O-])c4)=NO3)C[C@H]2C(=O)NCC(N)=O)cc1 (stereo partly drawn),-7,-4,17,12,18,-2,0,-20,-1.0,2
COc1cccc(Oc2cn[nH]c2-c2ccc(O)cc2O)c1,2,10,-84*,31,-24,-10,7,19,-0.4,-2
C1CNCCOCCNCCN1,-1,-10,-2,-11,3,2,3,30,-0.3,1
Cc1cc(=O)oc2cc(OCc3ccc(C(=O)N4CCN(c5ccc([N+](=O)[O-])cc5)CC4)cc3)ccc12,-9,5,22,7,14,1,/,-33,0.0,0
NC(=O)COC(=O)C1c2ccccc2Oc2ccccc21,-4,-2,3,0,16,-1,-2,-23,0.3,0
Cc1cccc(N2C(=O)CC(N(C(=O)c3ccco3)c3cccc(C)c3)C2=O)c1 (stereo not drawn),-1,-2,11,-4,5,2,-6,1,0.3,3
Cc1ccccc1CSCC(=O)Nc1c(C)n(C)n(-c2ccccc2)c1=O,-3,7,15,-5,11,3,-2,-15,-0.2,5
O=S(=O)(c1cc(Cl)cc(Cl)c1)N1CCCC1c1nc2ccccc2s1 (stereo not drawn),-5,6,2,19,1,-1,-2,-1,-0.1,1
COc1ccc(/C(O)=C2/C(=O)C(=O)N(c3ccccn3)C2c2cccc(Cl)c2)cc1 (stereo not drawn),1,7,29,11,-15,0,-3,-32,1.6,0
Cc1c(C(=O)NCCN2CCOCC2)oc2ccc(S(=O)(=O)N3CCCCCC3)cc12,-3,3,11,28,5,-2,0,0,-0.3,-3
CCOC(=O)N1CCN(C(=O)c2ccccc2NC(=O)COc2ccccc2)CC1,5,2,7,0,-16,0,-2,-24,0.8,-3
Cc1c(C(=O)Oc2cccc3cccnc23)cccc1[N+](=O)[O-],1,0,-1,18,9,-2,-1,-5,1.6,-2
Cc1ccc2nc(C)c(C(=O)N/N=C/c3cccs3)cc2c1,2,0,25,4,14,-1,-5,-33,-0.1,-2
O=C1OC(Nc2nc3ccccc3s2)c2ccccc21 (stereo not drawn),-2,2,30,14,-18,3,-4,-31,0.9,0
COc1cc(OC)c(OC)cc1CNC(=O)c1ccc(COc2ccccc2)cc1,-3,0,20,5,-5,0,-1,-14,1.3,1
COC(CNC(=O)c1c[nH]c2ccc(S(=O)(=O)N3CCOCC3)cc2c1=O)OC,-2,0,15,-13,9,1,-1,9,0.6,-3
C=CCN1CCN(C(c2ccccc2OC)c2nnnn2C(C)(C)C)CC1 (stereo not drawn),-10,-3,16,11,3,1,-1,-2,-0.4,-2
COc1cc(N=c2oc3c(C)ncc(CO)c3cc2C(N)=O)cc(OC)c1OC,-4,-7,11,15,6,5,2,-19,-0.3,3
O=C(O)CCSCc1ccccc1F,-1,/,/,/,/,/,-1,-23,/,-2
CCN(CC)C(=O)CSc1nc(O)c(Cc2ccccc2)c(=O)n1-c1ccccc1,4,4,5,-4,2,1,-4,-21,1.0,6
Oc1ccccc1/C=N/Nc1cccc2cccnc12,1,17,2,17,-234,0,-2,-6,2.4,-3
O=C1/C(=C/c2ccccc2F)SC(=S)N1CCC(=O)N1CCCCC1CCO (stereo not drawn),1,0,34,1,-30,0,-10,-22,-0.3,0
O=C(Nc1nc2ccccc2[nH]1)NC1CCCCC1,-1,4,-16,20,-4,5,-5,-85,-1.1,23*

# In the list so far, seven contain an aryl thioether with sulfur outside any ring:
SMILES,IEC-6 tox,HSF1 inh,AI-2 QS mod,HSF1 activator,aSyn 5UTR inh,GSK3B inh,GSK3 alpha inh,KLF5 inhibitor,HIF activator,HSP90 inh
COc1cc2nc(SCC(=O)NCCc3ccccc3)n(Cc3ccco3)c(=O)c2cc1OC,-1,7,18,0,1,-3,1,-37,0.3,0
N#C/C(=C(/O)COC(=O)CSc1ccc(Cl)cc1)c1nc2ccccc2[nH]1,4,-1,11,-6,-44,-1,-2,-5,-0.5,3
CSc1cc(-c2ccc(Cl)cc2)c(C(=O)N2CCCC2)s1,2,1,13,1,11,-2,-2,-4,-0.1,3
Cn1nnnc1SCC(=O)Nc1cc(S(=O)(=O)N2CCCC2)ccc1Cl,0,-3,9,0,-13,3,-3,-34,0.2,-1
CSc1nnc(-c2ccncc2)n1CCCN1CCCC1=O,-6,-8,12,9,11,-1,-7,-32,-0.3,-1
COc1cc(OC)cc(C(=O)NCC2CCCN(Cc3ccc(SC)cc3)C2)c1 (stereo not drawn),-10,-1,14,22,-6,-4,-2,-5,2.3,-4
CCN(CC)C(=O)CSc1nc(O)c(Cc2ccccc2)c(=O)n1-c1ccccc1,4,4,5,-4,2,1,-4,-21,1.0,6

# An unsorted share of the library (roughly 4.7% active in at least one column).
